Source: PubChem
OPRM1-OPRD1 inv = inverse agonists of MOR-DOR heterodimerization, primary screen, cell-based, luminescence; Mu-type opioid receptor (Homo sapiens) + Delta-type opioid receptor (Homo sapiens), …; cell-based MOR-DOR heterodimer luminescence, inverse agonism; inhibition, % at 9.3 µM; actives 0.21% (n = 340,000); AID 504357, 2011; in the data active = inhibition above about 22%, passing the limit was not always enough;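 note: 0% = cells with DMSO and 100% = wells without cells with DMSO; values of inactives mirror those of a sister screen read the other way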
Target sequence (P35372 whole entry, looked up): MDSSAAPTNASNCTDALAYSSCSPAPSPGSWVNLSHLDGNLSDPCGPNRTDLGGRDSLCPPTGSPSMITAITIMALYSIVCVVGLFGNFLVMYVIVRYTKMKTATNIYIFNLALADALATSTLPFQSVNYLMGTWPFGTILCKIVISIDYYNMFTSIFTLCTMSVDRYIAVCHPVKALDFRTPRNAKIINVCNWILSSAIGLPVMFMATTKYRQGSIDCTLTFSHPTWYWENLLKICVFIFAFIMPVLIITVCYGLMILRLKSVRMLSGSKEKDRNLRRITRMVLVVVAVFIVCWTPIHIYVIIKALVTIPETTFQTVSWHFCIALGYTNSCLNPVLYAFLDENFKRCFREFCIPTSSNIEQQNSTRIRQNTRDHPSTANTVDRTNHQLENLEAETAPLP
Target sequence (P41143 whole entry, looked up): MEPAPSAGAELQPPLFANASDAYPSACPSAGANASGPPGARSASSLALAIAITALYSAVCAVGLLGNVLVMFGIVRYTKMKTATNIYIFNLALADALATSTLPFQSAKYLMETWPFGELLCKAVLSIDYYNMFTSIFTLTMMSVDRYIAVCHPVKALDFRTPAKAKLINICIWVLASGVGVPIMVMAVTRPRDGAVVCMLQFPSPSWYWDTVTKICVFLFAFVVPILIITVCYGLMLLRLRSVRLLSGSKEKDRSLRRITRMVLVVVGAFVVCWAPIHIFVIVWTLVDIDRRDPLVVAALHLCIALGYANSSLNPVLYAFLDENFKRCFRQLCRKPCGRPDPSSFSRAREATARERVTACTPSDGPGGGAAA
HTR5A inv ctr = HTR5A inverse agonists in luminescence cell assay, primary screen, counter-screen for OPRM1-OPRD1 heterodimer inverse agonist project, full-deck HTS | HTR5A cell line, inverse agonism | inhibition, % at 9.3 µM | actives 0.083% (n = 340,000) | AID 504634, 2011; in the data active = inhibition mostly above about 23%, no sharp cut-off; inactive = mostly below about 18%;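 note: 0% = cells with DMSO and 100% = no-cell wells with DMSO; some compounds called inactive have numbers as strong as hits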
HTR5A ag = HTR5A agonists in luminescence cell assay, primary screen, counter-screen for OPRM1-OPRD1 heterodimer agonist project, full-deck HTS; activation, % at 9.3 µM; 5-hydroxytryptamine receptor 5A (Homo sapiens), P47898; cell-based; actives 0.61% (n = 340,000); in the data active = activation mostly above about 9.5%, no sharp cut-off; inactive = mostly below about 7.6%;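 note: 0% = cells with vehicle only and 100% = reference agonist; strong numbers were not always called active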
PKA-R2B activ = activators of PKA-R2B holoenzyme, primary screen, biochemical, fluorescence polarization, Cy5-IP20, human; cAMP-dependent protein kinase catalytic subunit beta (Homo sapiens) + cAMP-dependent …; PKA-R2B holoenzyme dissociation; R2B truncated from residue 108, S112A mutant; 0% DMSO only, 100% 113 µM cGMP; activation, % at 11.4 µM; actives 0.079% (n = 340,000);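 active = activation above a cutoff set at the mean over all compounds plus 3 SD, cut at about 18% in these data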;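 note: higher means more holoenzyme dissociation and a rise in polarization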
Arrestin-AP2 inh = inhibitors of beta-arrestin/AP2 binding, primary screen, biochemical, GPCR trafficking, flow cytometry; FITC-arrestin peptide / GST-AP2 beads; AP2 beta2 appendage carries R879A mutation; inhibition, % at 10 µM; actives 0.31% (n = 340,000); AID 504490, 2011;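 active = inhibition above a set limit, near 3 SD of compounds lacking own fluorescence, cut at about 54% in these data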;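 note: plate controls were DMSO wells for no effect and 5 µM unlabelled arrestin peptide for full effect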
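System: GST-tagged AP2 beta2-adaptin appendage (R879A) on 4 µm glutathione beads / Reagent: FITC-arrestin peptide, 50 nM / Detection: HyperCyt-sampled flow cytometry, FL1 channel, ex 488/em 535 nm / Timing: 12 min plus 1 h, RT / Buffer or medium: PBS plus Tween 20 (0.05%) and BSA (0.1%)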
DSG3 Ab inh = inhibitors of pemphigus antibody binding to DSG3, primary screen, biochemical, bead-based, flow cytometry, scFv-GFP. Desmoglein-3 (Homo sapiens), P32926. DSG3-coupled beads, scFv-anti-DSG3-GFP binding; stronger effect = lower value. binding (percent of control), % at 10 µM. actives 0.48% (n = 310,000). AID 588358, 2011;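 active = binding more than 3 SD below its plate's average and above zero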;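 note: hits lower antibody fragment binding to DSG3; some compounds called inactive have numbers as strong as hits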
PKA-R1A activ = activators of PKA-R1A holoenzyme, primary screen, biochemical, fluorescence polarization, Cy5-IP20, bovine R1A, mouse PKAc | actives 0.083% (n = 340,000) | activation, % at 11.4 µM | PKA-R1A dissociation; scaled: DMSO 0%, 113 µM cGMP 100%;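 active = percent activation above the mean of all tested compounds plus 3 SD, cut at about 19% in these data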;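 note: higher means more PKAc released from R1A so a rise in polarization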
V-ATPase pHluor = regulators of yeast V-ATPase proton pumping, primary screen, pHLuorin cytosolic pH fluorescence; S. cerevisiae; response, % at 10 µM; actives 0.37% (n = 350,000); in the data active = response mostly above about 7.3%, no sharp cut-off; inactive = mostly below about 5.4%; note: actives read high; inactives centre near 0; some compounds called inactive have numbers as strong as hits; reference of the scale not given here
DAGLB inhibitor = DAGLB lipase inhibitors, primary screen, biochemical, fluorescence, HTS; AID 504411, 2011; actives 0.059% (n = 340,000); Diacylglycerol lipase-beta (Homo sapiens), Q8NCG7; HEK293T DAGLB membrane lysate, EnzChek fluorogenic substrate; inhibition, % at 5.17 µM; in the data active = inhibition above about 34%;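 note: 0% = enzyme with vehicle and 100% = wells lacking enzyme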
MOR-DOR ag = agonists of OPRM1-OPRD1 heterodimerization, primary screen, cell-based, luminescence | Mu-type opioid receptor (Homo sapiens) + Delta-type opioid receptor (Homo sapiens), … | cells | activation, % at 9.3 µM | actives 0.3% (n = 340,000) | AID 504326, 2011; in the data active = activation above about 18%;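 note: 0% = vehicle-treated cells and 100% = reference agonist; values of inactives mirror those of a sister screen read the other way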
Active calls of the source: *.

How did Cc1onc(-c2ccccc2Cl)c1C(=O)NCc1ccc(F)cc1 do in these assays?
OPRM1-OPRD1 inv: 19; HTR5A inv ctr: 15; HTR5A ag: -4; PKA-R2B activ: 0; Arrestin-AP2 inh: -7; DSG3 Ab inh: 104; PKA-R1A activ: -3; V-ATPase pHluor: 0; DAGLB inhibitor: 2; MOR-DOR ag: -4.1

Results for CCOC(=O)C(NC(C)=O)C(=O)Nc1ccc(C(C)(C)C)cc1 (configuration not stated) ?
OPRM1-OPRD1 inv: 5; HTR5A inv ctr: -4; HTR5A ag: 2; PKA-R2B activ: 0; Arrestin-AP2 inh: -5; DSG3 Ab inh: 104; PKA-R1A activ: -2; V-ATPase pHluor: 2; DAGLB inhibitor: 0; MOR-DOR ag: -0.6

Results for O=C(NNS(=O)(=O)c1ccccc1)c1ccncc1 ?
OPRM1-OPRD1 inv: 6; HTR5A inv ctr: -16; HTR5A ag: 0; PKA-R2B activ: 2; Arrestin-AP2 inh: 4; DSG3 Ab inh: 99; PKA-R1A activ: -10; V-ATPase pHluor: -5; DAGLB inhibitor: -2; MOR-DOR ag: -1.0

Results for O=[N+]([O-])c1cccc(-c2nc(-c3ccncc3)no2)c1 ?
OPRM1-OPRD1 inv: 1; HTR5A inv ctr: -9; HTR5A ag: -1; PKA-R2B activ: 4; Arrestin-AP2 inh: 7; DSG3 Ab inh: 108; PKA-R1A activ: -4; V-ATPase pHluor: 2; DAGLB inhibitor: 0; MOR-DOR ag: -0.2

How did CCCCn1c(O)c(C=NCCCN(C)C)c(=O)[nH]c1=O do in these assays?
OPRM1-OPRD1 inv: 1; HTR5A inv ctr: 9; HTR5A ag: -3; PKA-R2B activ: 4; Arrestin-AP2 inh: 5; DSG3 Ab inh: 103; PKA-R1A activ: 4; V-ATPase pHluor: 3; DAGLB inhibitor: 0; MOR-DOR ag: -0.2

How did CC1CN(C(=O)c2cccc(S(=O)(=O)Nc3cc(Cl)ccc3Cl)c2)CC(C)O1 (configuration not stated) do in these assays?
OPRM1-OPRD1 inv: 9; HTR5A inv ctr: 9; HTR5A ag: -3; PKA-R2B activ: 12; Arrestin-AP2 inh: -10; DSG3 Ab inh: 99; PKA-R1A activ: -10; V-ATPase pHluor: 1; DAGLB inhibitor: 6; MOR-DOR ag: -1.7

How did CC(C)C(c1nnnn1Cc1ccc(F)cc1)N1CCSCC1 (configuration not stated) do in these assays?
OPRM1-OPRD1 inv: 11; HTR5A inv ctr: -5; HTR5A ag: 3; PKA-R2B activ: -7; Arrestin-AP2 inh: -12; DSG3 Ab inh: 132; PKA-R1A activ: 7; V-ATPase pHluor: 1; DAGLB inhibitor: -1; MOR-DOR ag: -2.3

What do the screens show for `COc1ccc(C)cc1NC(=O)CCCN1C(=O)C2CC=CCC2C1=O` (configuration not stated)?
OPRM1-OPRD1 inv: 11; HTR5A inv ctr: 13; HTR5A ag: 2; PKA-R2B activ: -9; Arrestin-AP2 inh: -2; DSG3 Ab inh: 106; PKA-R1A activ: -3; V-ATPase pHluor: 0; DAGLB inhibitor: -1; MOR-DOR ag: -1.6

What do the screens show for `Cc1onc(-c2ccccc2Cl)c1C(=O)N1C=CC(C(F)(F)F)=NCC1`?
OPRM1-OPRD1 inv: 15; HTR5A inv ctr: -2; HTR5A ag: 1; PKA-R2B activ: -6; Arrestin-AP2 inh: 10; DSG3 Ab inh: 103; PKA-R1A activ: -7; V-ATPase pHluor: 7; DAGLB inhibitor: 1; MOR-DOR ag: -3.0

What do the screens show for `C=CCN(C(=O)c1csnn1)C(C(=O)NCc1ccccc1)c1c(F)cccc1Cl` (configuration not stated)?
OPRM1-OPRD1 inv: 8; HTR5A inv ctr: 5; HTR5A ag: 5; PKA-R2B activ: -4; Arrestin-AP2 inh: 12; DSG3 Ab inh: 97; PKA-R1A activ: 3; V-ATPase pHluor: -3; DAGLB inhibitor: 0; MOR-DOR ag: -1.6

What do the screens show for `OCC[C@H]1C[C@@H](O)[C@H](O)[C@]2(CCCO2)O1`?
OPRM1-OPRD1 inv: -15; HTR5A inv ctr: 17; HTR5A ag: -7; PKA-R2B activ: -5; Arrestin-AP2 inh: 3; DSG3 Ab inh: 113; PKA-R1A activ: -11; V-ATPase pHluor: -8; DAGLB inhibitor: 3; MOR-DOR ag: 2.8

Results for CCCCCOc1ccc(/C=C/C(=O)NCCc2nc3ccccc3[nH]2)cc1OC ?
OPRM1-OPRD1 inv: -12; HTR5A inv ctr: -7; HTR5A ag: 0; PKA-R2B activ: -4; Arrestin-AP2 inh: 32; DSG3 Ab inh: 85; PKA-R1A activ: 7; V-ATPase pHluor: 0; DAGLB inhibitor: -2; MOR-DOR ag: 1.8

Results for Cc1ccccc1NC(=S)NC(=O)/C=C/c1ccco1 ?
OPRM1-OPRD1 inv: 18; HTR5A inv ctr: -5; HTR5A ag: 2; PKA-R2B activ: -10; Arrestin-AP2 inh: 24; DSG3 Ab inh: 106; PKA-R1A activ: 5; V-ATPase pHluor: 11; DAGLB inhibitor: 3; MOR-DOR ag: -3.5

What do the screens show for `COc1ccccc1NC(=O)CN1CCCCC1`?
OPRM1-OPRD1 inv: 8; HTR5A inv ctr: 1; HTR5A ag: 5; PKA-R2B activ: 3; Arrestin-AP2 inh: 7; DSG3 Ab inh: 106; PKA-R1A activ: -3; V-ATPase pHluor: -1; DAGLB inhibitor: -1; MOR-DOR ag: -1.7

What do the screens show for `CCc1nc2ccc(C(=O)N3CCN(c4ccc([N+](=O)[O-])cc4)CC3)cc2nc1CC`?
OPRM1-OPRD1 inv: -6; HTR5A inv ctr: -1; HTR5A ag: -1; PKA-R2B activ: -6; Arrestin-AP2 inh: 13; DSG3 Ab inh: 102; PKA-R1A activ: 1; V-ATPase pHluor: 3; DAGLB inhibitor: -6; MOR-DOR ag: 1.2

Results for COc1cc(S(=O)(=O)Nc2ccccc2C)ccc1NC(=O)c1ccncc1 ?
OPRM1-OPRD1 inv: 6; HTR5A inv ctr: -1; HTR5A ag: 0; PKA-R2B activ: -3; Arrestin-AP2 inh: 11; DSG3 Ab inh: 98; PKA-R1A activ: -10; V-ATPase pHluor: 1; DAGLB inhibitor: 0; MOR-DOR ag: -1.1

What do the screens show for `CCCn1c(N)c(N(CCOC)C(=O)CCC2CCCCC2)c(=O)[nH]c1=O`?
OPRM1-OPRD1 inv: 5; HTR5A inv ctr: 4; HTR5A ag: -2; PKA-R2B activ: 10; Arrestin-AP2 inh: 17; DSG3 Ab inh: 92; PKA-R1A activ: 9; V-ATPase pHluor: -3; DAGLB inhibitor: 0; MOR-DOR ag: -1.1

How did CCOc1ccc(/C=C/C2=CC(C)(C)NC(=S)N2)cc1 do in these assays?
OPRM1-OPRD1 inv: 4; HTR5A inv ctr: 4; HTR5A ag: 7; PKA-R2B activ: 2; Arrestin-AP2 inh: -2; DSG3 Ab inh: 154; PKA-R1A activ: 2; DAGLB inhibitor: 0; MOR-DOR ag: -0.5

What do the screens show for `CN(c1ccccc1)c1nccc(=O)[nH]1`?
OPRM1-OPRD1 inv: 13; HTR5A inv ctr: -2; HTR5A ag: 1; PKA-R2B activ: 5; Arrestin-AP2 inh: -25; PKA-R1A activ: -5; V-ATPase pHluor: 1; DAGLB inhibitor: -2; MOR-DOR ag: -2.6

What do the screens show for `CCCC(=O)Nc1nnc(-c2ccco2)s1`?
OPRM1-OPRD1 inv: 9; HTR5A inv ctr: -18; HTR5A ag: 4; PKA-R2B activ: -5; Arrestin-AP2 inh: 19; PKA-R1A activ: -9; V-ATPase pHluor: -3; DAGLB inhibitor: -5; MOR-DOR ag: -2.0

A portion from the list above, as a working copy:
Results for COc1cc(S(=O)(=O)Nc2ccccc2C)ccc1NC(=O)c1ccncc1 ?
OPRM1-OPRD1 inv: 6; HTR5A inv ctr: -1; HTR5A ag: 0; PKA-R2B activ: -3; Arrestin-AP2 inh: 11; DSG3 Ab inh: 98; PKA-R1A activ: -10; V-ATPase pHluor: 1; DAGLB inhibitor: 0; MOR-DOR ag: -1.1

What do the screens show for `CCCn1c(N)c(N(CCOC)C(=O)CCC2CCCCC2)c(=O)[nH]c1=O`?
OPRM1-OPRD1 inv: 5; HTR5A inv ctr: 4; HTR5A ag: -2; PKA-R2B activ: 10; Arrestin-AP2 inh: 17; DSG3 Ab inh: 92; PKA-R1A activ: 9; V-ATPase pHluor: -3; DAGLB inhibitor: 0; MOR-DOR ag: -1.1

(cont.)
Results for CCn1nc(NC(=O)CC(C)C)c2cc3ccc(C)cc3nc21 ?
OPRM1-OPRD1 inv: -15; HTR5A inv ctr: -4; HTR5A ag: 1; PKA-R2B activ: -9; Arrestin-AP2 inh: -2; DSG3 Ab inh: 103; PKA-R1A activ: 6; V-ATPase pHluor: 3; DAGLB inhibitor: -2; MOR-DOR ag: 3.0

What do the screens show for `C=CCNC(=O)c1ccc(-c2nc3ccccc3nc2-c2ccccc2)cc1`?
OPRM1-OPRD1 inv: 16; HTR5A inv ctr: -4; HTR5A ag: 1; PKA-R2B activ: 22*; Arrestin-AP2 inh: 0; DSG3 Ab inh: 105; PKA-R1A activ: 2; V-ATPase pHluor: 1; DAGLB inhibitor: -2; MOR-DOR ag: -3.1

How did O=C(N/N=C/c1ccccn1)c1ccc(S(=O)(=O)N2CCCCCC2)cc1 do in these assays?
OPRM1-OPRD1 inv: 0; HTR5A inv ctr: 5; HTR5A ag: -3; PKA-R2B activ: -5; Arrestin-AP2 inh: 0; DSG3 Ab inh: 92; PKA-R1A activ: 4; V-ATPase pHluor: 2; DAGLB inhibitor: -4; MOR-DOR ag: 0.0

How did O=C(CN1C(=O)NC2(CCCC2)C1=O)N1CCN(S(=O)(=O)c2cccc(C(F)(F)F)c2)CC1 do in these assays?
OPRM1-OPRD1 inv: -24; HTR5A inv ctr: -3; HTR5A ag: 1; PKA-R2B activ: 0; Arrestin-AP2 inh: -8; DSG3 Ab inh: 94; PKA-R1A activ: -8; V-ATPase pHluor: -7; DAGLB inhibitor: 1; MOR-DOR ag: 3.7

What do the screens show for `O=C(CNc1cc(S(=O)(=O)N2CCOCC2)ccc1NCC1CCCO1)Nc1cccc(F)c1` (configuration not stated)?
OPRM1-OPRD1 inv: -2; HTR5A inv ctr: 17; HTR5A ag: 2; PKA-R2B activ: -11; Arrestin-AP2 inh: 26; DSG3 Ab inh: 105; PKA-R1A activ: 3; V-ATPase pHluor: -10; DAGLB inhibitor: 1; MOR-DOR ag: 0.4
